Screening data from PubChem BioAssay.
CCR6 antagonist – antagonists of human CCR6 receptor. P51684. CHO-K1 CCR6 PathHunter beta-arrestin, luminescence, CCL20-stimulated. inhibition, % at 20 µM. hit rate 0.49% among 340,000;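 active = compounds whose inhibition of the agonist-driven luminescence signal at 20 µM reaches about 50%, limit read from the data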;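 also: cells stimulated with CCL20 at 14 nM final; plate controls were DMSO with CCL20 for no effect and DMSO without agonist for full effect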
CXCR6 inh – blocks human CXCR6 beta-arrestin recruitment; O00574; CHO-K1 PathHunter CXCR6 beta-arrestin, luminescence; inhibition, % at 20 µM; hit rate 0.36% among 360,000; in the data active = inhibition above about 34%, passing the limit was not always enough;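 also: antagonist mode with CXCL16 agonist at 10 nM final; 0% = 10 nM CXCL16 with DMSO and 100% = unstimulated wells without agonist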
697 NFkB inh – inhibitors of the PMA/ionomycin-induced NF-kB reporter in 697 B cells | 697 B-cell NF-kB luciferase reporter, 16 h | inhibition, % at 4 µM | hit rate 0.33% among 330,000 | AID 435022; in the data active = inhibition above about 35%
Jurkat NFkB inh – lowers PMA/ionomycin-induced NF-kB signal in Jurkat cells; PMA/ionomycin-induced NF-kB luciferase reporter, luminescence; inhibition, % at 4 µM; hit rate 0.53% among 330,000; AID 435003; in the data active = inhibition above about 50%
EBI2 block – EBI2 (human) antagonism. P32249. EBI2 beta-arrestin recruitment, luminescence, 7a,25-OHC stimulated. inhibition, % at 5 µM. hit rate 0.81% among 360,000; in the data active = inhibition above about 38%;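 also: enzyme fragment complementation signal reports receptor beta-arrestin coupling in cells; 0% = agonist plus DMSO wells and 100% = wells without agonist; some results beyond the cut were filed as inactive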
Target sequence (P32249 whole entry, looked up, the tested form may be a part): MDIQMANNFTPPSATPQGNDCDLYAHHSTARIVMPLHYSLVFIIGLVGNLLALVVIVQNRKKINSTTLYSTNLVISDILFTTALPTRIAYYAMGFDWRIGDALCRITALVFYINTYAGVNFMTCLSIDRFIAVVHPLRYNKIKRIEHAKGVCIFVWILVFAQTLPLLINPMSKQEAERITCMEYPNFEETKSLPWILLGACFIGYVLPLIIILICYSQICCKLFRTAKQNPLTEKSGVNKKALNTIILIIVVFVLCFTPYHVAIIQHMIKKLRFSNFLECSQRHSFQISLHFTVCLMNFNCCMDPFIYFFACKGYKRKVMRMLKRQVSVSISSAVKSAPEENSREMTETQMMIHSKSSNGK
Gli-Sufu block – blocks Gli-Sufu signaling in a luciferase reporter | AID 588413 | inhibition, % at 5 µM | hit rate 0.74% among 340,000 | Sufu-KO-LIGHT fibroblasts, Gli luciferase reporter luminescence;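 active = inhibition above about 55%, limit read from the data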;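 also: 0% = DMSO-treated cells and 100% = wells with medium but no cells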
APJ antagonist – APJ receptor antagonism; inhibition, % at 20 µM; hit rate 0.32% among 330,000; CHO-K1 APJ beta-arrestin complementation, luminescence; AID 2521;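 active = inhibition above about 40% at 20 µM, limit read from the data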;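 also: cells challenged with 10 nM apelin-13 agonist together with compound; plate controls were apelin-13 plus DMSO wells for no effect and DMSO wells lacking apelin-13 for full effect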
Target sequence (P35414 whole entry, looked up): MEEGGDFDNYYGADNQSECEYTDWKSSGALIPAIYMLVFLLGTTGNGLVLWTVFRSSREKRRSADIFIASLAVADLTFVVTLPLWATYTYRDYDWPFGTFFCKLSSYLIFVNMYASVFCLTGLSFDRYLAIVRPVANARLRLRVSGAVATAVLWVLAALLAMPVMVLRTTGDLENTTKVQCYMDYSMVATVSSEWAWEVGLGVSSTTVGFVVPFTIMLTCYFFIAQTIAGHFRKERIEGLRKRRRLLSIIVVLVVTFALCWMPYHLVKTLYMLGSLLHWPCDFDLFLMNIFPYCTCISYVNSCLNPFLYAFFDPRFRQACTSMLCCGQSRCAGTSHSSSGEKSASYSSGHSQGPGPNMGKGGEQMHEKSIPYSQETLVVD
UBC13 inh – blocks human UBC13 polyubiquitin chain formation | P61088 | TR-FRET | inhibition, % at 20 µM | hit rate 0.47% among 330,000; in the data active = inhibition above about 45%, passing the limit was not always enough
Target sequence (P61088 whole entry, looked up): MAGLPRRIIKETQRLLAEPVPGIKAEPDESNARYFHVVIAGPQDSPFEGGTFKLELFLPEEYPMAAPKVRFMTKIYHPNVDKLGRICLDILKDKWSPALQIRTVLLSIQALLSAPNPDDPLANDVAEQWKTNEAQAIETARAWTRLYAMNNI
* marks the source's active call; other numbers are inactive results; . = not tested or not shown.

SMILES	CCR6 antagonist	CXCR6 inh	697 NFkB inh	Jurkat NFkB inh	EBI2 block	Gli-Sufu block	APJ antagonist	UBC13 inh
COc1ccc(NS(=O)(=O)c2cc(NC(=O)c3cnccn3)ccc2OC)cc1Br	1	-1	19	-2	-7	25	-5	-2
O=C(Nc1cnn(Cc2ccc(Cl)cc2)c1)C1CCCC1	-8	12	21	1	35	7	8	15
CCOC(=O)c1c(C)[nH]c(C(=O)OCCOc2ccccc2C)c1C	6	-8	.	.	10	-84	.	.
Cc1ccc(S(=O)(=O)NCCC(=O)N2CCN(Cc3ccccc3)CC2)cc1	2	-13	-7	-3	-5	1	11	-5
COCc1cc(C)nc(N2CCN(c3ccccc3)CC2)c1C#N	20	1	7	-8	-1	3	5	2
CCN(C[C@H]1N[C@@](Cc2ccccc2)(C(=O)OC)[C@H]2C(=O)N(C)C(=O)[C@@H]12)C(=O)C1CCCCC1	-6	-1	-24	-11	-1	-31	2	-6
O=C(/C=C/c1cccs1)NC1CCS(=O)(=O)C1 (stereo not drawn)	-3	1	6	13	-1	2	-4	-3
O=C(COc1ccc(-c2nnco2)cc1)Nc1c(Cl)cccc1C(F)(F)F	7	-2	-10	9	0	0	4	-1
O=c1[nH]c(/C=C\c2cccs2)nc(O)c1[N+](=O)[O-]	9	4	8	6	2	-5	3	1
CC1(C)Cc2nc(-c3ccccc3)nc(SCC(=O)N3CCOCC3)c2CO1	-7	1	0	-4	-1	4	-1	0
COC(=O)c1sc(OC)cc1OCc1ccc(C)cc1	0	3	10	8	-8	12	13	2
CCOc1ccc(NC(=O)CSc2nnnn2CC(=O)O)cc1	-7	1	10	-1	1	-1	17	-5
Cc1cccc(NC(=S)NNC(=O)c2nn(C)cc2Cl)c1	14	9	-12	-12	2	-4	30	-8
CCOc1cc(C(=O)NC(C)CC)cc(OCC)c1OCC (stereo not drawn)	-4	3	11	-8	1	6	11	-7
Cc1cccc(NC(=O)NCc2ccccn2)c1	0	-8	-11	-7	-4	-25	-6	4
COc1ccc2nc(C)cc(SCC(NC(C)=O)C(=O)OC(C)C)c2c1 (stereo not drawn)	6	7	4	-5	-10	6	10	15
COc1ccc([C@H]2CC(=O)C=C(c3cccc4c3sc3ccccc34)C2)cc1OC	15	1	-12	-7	59*	-4	-17	10
CCC(C)c1ccccc1NC(=O)C1CCCO1 (stereo not drawn)	-1	-2	9	-10	-5	2	9	-4
O=C(/C=C/c1ccc([N+](=O)[O-])cc1)Nc1cccc(S(=O)(=O)NC2=NCCCCC2)c1	2	-15	-9	-11	-1	-14	-13	-12
COC(=O)C1CCN(C(=O)NC2CC(=O)N(c3ccc4c(c3)OCCO4)C2)CC1 (stereo not drawn)	8	2	2	-2	9	-6	10	-4
CC(=O)N1CCN(c2ccc(NC(=O)c3ccc([N+](=O)[O-])o3)cc2Cl)CC1	-11	-12	1	31	2	27	-53	-7
Cc1c(C)[n+](=O)c2c(n1[O-])CCCCC2	-2	-1	-7	6	0	-6	2	-6
O=C(NNC(=O)c1ccccc1C(F)(F)F)c1csc(N2CCOCC2)n1	0	-12	1	-10	-3	-1	7	-2
COc1ccc(OC)c(S(=O)(=O)N2CCCC(C(=O)NCCN3CCOCC3)C2)c1 (stereo not drawn)	15	-7	-4	6	-20	2	6	6
CCOC(=O)C1=C(C)NC(=S)NC1c1ccco1 (stereo not drawn)	9	5	-15	11	-14	5	12	0

Next section
SMILES	CCR6 antagonist	CXCR6 inh	697 NFkB inh	Jurkat NFkB inh	EBI2 block	Gli-Sufu block	APJ antagonist	UBC13 inh
CCN1CCN(c2ccc(S(=O)(=O)N3CCCCC3)cc2NC(=O)/C=C/c2ccc([N+](=O)[O-])cc2)CC1	32	12	-3	52*	6	19	-72	10
CCN(CC)S(=O)(=O)c1ccc(C(=O)NCCc2cc3c(OC)ccc(OC)c3[nH]c2=O)cc1	4	4	-27	-15	-5	-28	-7	-6
O=C(COC(=O)c1cncc(Br)c1)NCc1ccco1	-9	0	10	-5	-7	9	8	1
O=c1cc(-c2ccccc2)oc2cc(O)cc(O)c12	5	11	-92	-59	0	-23	-27	10
Nn1c(SCC(=O)Nc2ccc3c(c2)OCO3)nnc1-c1cccc(Cl)c1	15	-8	6	8	8	-7	9	7
CC(=O)Nc1c(F)c(F)c(F)c(F)c1F	6	2	22	-11	-8	-7	5	4
CCN(CC)C(C)C(=O)NCC1(c2ccccc2)CCOCC1 (stereo not drawn)	2	-2	-4	-5	-4	4	12	-24
C=CCOc1ccccc1C1NC(=O)NC(C)=C1C(=O)NCc1ccccc1 (stereo not drawn)	-7	-3	5	-13	4	3	-11	2
N#Cc1cccc(C#N)c1Oc1ccc(N)cc1	3	2	-19	-5	-7	1	2	14
CC(=O)c1ccc(C(=O)N2CCCC(Nc3ccccc3)C2)s1 (stereo not drawn)	4	2	3	9	-3	-2	13	0
Cc1cccc(C2=NN(c3ccccc3)[C@H](CO)[C@H]2c2ccc(Cl)cc2)c1	9	-8	-33	.	25	0	.	.
Cc1cc(OCCn2cnc3ccccc3c2=O)cc(C(C)C)c1	-1	-8	-23	-7	3	4	5	2
Cc1nc(-c2cccc(NC(=O)COc3ccc(Cl)cc3)c2)cs1	27	-5	13	8	4	0	-6	-1
Cc1cc(C)c(OCC(=O)OCC(=O)NCc2cccs2)c(C)c1	11	-3	5	0	-7	-7	-44	-5
Cn1c2c(c(=O)[nH]c1=O)C(c1cccc(O)c1)C1=C(N2)c2ccccc2C1=O (stereo not drawn)	31	12	.	.	8	56*	.	.
CCN(c1ccc(OC)cc1)S(=O)(=O)c1nnc(NC(=O)COc2ccc(F)cc2)s1	5	-2	-28	-7	-5	-12	-12	-17
COc1cc(/C=N/S(=O)(=O)CCc2ccccc2)ccc1O	0	-4	13	12	1	0	10	1
Cc1cc(-c2csc(NC(=O)c3ccc(=O)[nH]c3)n2)c(C)n1Cc1ccccc1	5	-4	5	-3	7	-2	5	-26
CC(C(=O)NCC1CCCCC1)N1CCc2ccccc2C1 (stereo not drawn)	4	3	1	-17	6	11	4	6
Cc1ccccc1-n1nc2c(c1NC(=O)c1cc3ccccc3oc1=O)CS(=O)(=O)C2	-18	.	9	2	.	5	7	4
Cn1ccnc1C(=O)c1ccc(Cl)c(S(=O)(=O)N2CCOCC2)c1	6	5	0	-3	-3	6	-6	-2
Cc1noc(C)c1C(=O)N1CCN(S(=O)(=O)c2cccc(Cl)c2Cl)CC1	10	4	-13	7	2	7	9	-3
Cc1cc2nccc(-c3ccc(OCCCF)cc3)n2n1	15	9	19	10	3	1	0	12
Cc1cc(Cl)ccc1OC(C)C(=O)Nc1ccc(S(=O)(=O)N2CCOCC2)cc1 (stereo not drawn)	8	-12	6	1	12	0	0	-5
COc1ccc(CN(C(=O)c2ccccc2Br)C2CCS(=O)(=O)C2)cc1 (stereo not drawn)	5	-6	-6	16	6	5	10	-2

New compounds follow
SMILES	CCR6 antagonist	CXCR6 inh	697 NFkB inh	Jurkat NFkB inh	EBI2 block	Gli-Sufu block	APJ antagonist	UBC13 inh
COc1cc(-c2c(-c3cc(OC)c(OC)c(OC)c3)noc2C)ccc1F	16	.	-280	71*	.	51	-18	3
O=C(NCC(=O)N1CCN(c2ccc(C(F)(F)F)cn2)CC1)c1ccc(Br)o1	10	-8	12	11	-4	10	9	9
Cc1ccc(OCCSc2nnc(NC(=O)c3ccco3)s2)cc1	2	-3	-9	-14	0	-3	-2	-3
O=C(c1ccco1)N1CCN(Cc2cc(=O)c(OCc3ccc([N+](=O)[O-])cc3)co2)CC1	7	6	-6	15	-15	-6	15	-1
Cc1ccc(OCCC(=O)OCC(=O)Nc2ccccc2)cc1	-6	-12	18	6	-4	-14	1	8
COc1ccc(/C=C2\Sc3ccc(C(=O)NCCCN4CCCC4)cc3N(C)C2=O)cc1OC	26	7	-22	-42	14	8	6	28
COc1ccccc1-n1c(SCC(=O)N2CCOCC2)nc(O)c(Cc2ccccc2)c1=O	9	16	7	8	-1	-6	0	-2
NC(=O)CSc1nnc(COc2ccccc2)n1CCc1ccccc1	16	5	13	-2	-6	1	-5	16
Cc1coc2c(C)c3oc(=O)c(CCC(=O)NCCN4CCOCC4)c(C)c3cc12	-8	1	-24	-12	-6	9	-72	36
O=C(NC1CCCC1)C(c1ccsc1)N(C(=O)Cc1cccs1)c1cccc(F)c1 (stereo not drawn)	18	3	-32	2	-6	-2	-9	-9
CCCCNS(=O)(=O)/C=C/c1ccccc1	1	5	18	14	13	-2	14	0
O=C(Nc1ccccc1[N+](=O)[O-])C1COc2ccccc2O1 (stereo not drawn)	3	3	-29	-90	10	.	-3	5
N/C(=N\OC(=O)Oc1ccccc1)c1ccc([N+](=O)[O-])cc1	-1	2	-32	3	3	4	-20	-14
Cc1ccc(Cn2ccc(NC(=O)c3noc4c3CCc3ccccc3-4)n2)cc1	11	8	6	13	31	-4	13	2
O=C(COc1ccccc1)N/N=C/c1ccc2c(c1)OCO2	-6	6	5	-1	4	-7	10	2
COC(=O)c1[nH]c(C)c(/C(O)=C2\C(=O)C(=O)N(CCN3CCOCC3)C2c2cccnc2)c1C (stereo not drawn)	-25	-8	-3	-8	-14	-6	-1	-6
CC(C)(C)OC(=O)N1CCC[C@H]1C(=O)N/N=C/c1ccc2nccnc2c1	10	0	7	-8	-2	-1	1	-3
O=C(CCl)Nc1ccc(-c2ccccc2)cc1	-1	-16	-4	-2	-14	2	-5	10
Cc1cc(C)nc(NC(=O)c2ccc(Br)cc2)n1	12	-1	2	-14	2	-17	-27	2
COc1ccccc1CNC(=O)c1ccc(OCc2c(C)noc2C)c(OC)c1	6	-6	24	6	-1	-1	-6	-8
CCOC(=O)c1c(C)n(CCO)c2ccc(O)cc12	10	-7	6	1	-3	-9	-10	3
CN=C(Nc1cc(C)nn1-c1ccccc1)c1ccccc1F	14	0	3	5	-2	-1	-3	4
O=C(NCc1ccncc1)C(=O)NCC1OCCN1S(=O)(=O)c1cc(F)ccc1F (stereo not drawn)	4	6	24	4	1	-1	7	-1
CCN(c1ccccc1)S(=O)(=O)c1ccc(F)cc1C	18	4	5	-2	9	0	15	-2
Cn1c(=O)c2c(nc(N3CCOCC3)n2CCCNC2=NCCC2)n(C)c1=O	1	3	10	-2	-27	-1	13	-6

Reprinted from the part before: 2 entries, followed by the next part.
SMILES	CCR6 antagonist	CXCR6 inh	697 NFkB inh	Jurkat NFkB inh	EBI2 block	Gli-Sufu block	APJ antagonist	UBC13 inh
CCN(c1ccccc1)S(=O)(=O)c1ccc(F)cc1C	18	4	5	-2	9	0	15	-2
Cn1c(=O)c2c(nc(N3CCOCC3)n2CCCNC2=NCCC2)n(C)c1=O	1	3	10	-2	-27	-1	13	-6
CC(C)c1nn2c(=O)cc(COc3cccc(NC(=O)c4ccco4)c3)nc2s1	3	8	3	10	-3	-8	9	3
CC(C)CC(=O)Nc1cc2c3c(c1)C(C)C(=O)N3CCC2 (stereo not drawn)	3	-8	-3	3	1	16	5	3
CCN1C(=O)C(=O)N(Cc2ccc(OC)c(F)c2)C1=O	2	-2	1	10	-1	0	12	2
Cc1ccc(S(=O)(=O)N(C)CC(=O)N2CCN(Cc3ccccc3)CC2)cc1	19	-5	-1	-20	-11	6	3	-5
Cc1ccc(-c2n[nH]c(=O)c3ccccc23)cc1S(=O)(=O)NCCO	-6	-4	1	-5	-8	3	16	-4
COC(=O)/C=C\C(C#N)(C#N)N=Cc1ccc(OC)cc1	15	65*	.	.	8	3	.	.
CCNC(=O)Cn1c(=O)c2c(ncn2Cc2ccccc2)n(Cc2ccccc2)c1=O	11	10	8	-16	-18	8	6	1
Cc1oc2c(c(C)cc3oc(=O)c(CC(=O)N[C@@H](CC(C)C)C(=O)O)c(C)c32)c1C	7	-8	3	-12	-4	11	1	-6
COC(=O)NNC(=O)C1CCC(C(=O)NNC(=O)OC)CC1 (stereo not drawn)	16	-11	1	6	-10	-6	7	3

Ordered by SMILES length (high to low): part of the list above.
SMILES	CCR6 antagonist	CXCR6 inh	697 NFkB inh	Jurkat NFkB inh	EBI2 block	Gli-Sufu block	APJ antagonist	UBC13 inh
CCNC(=O)Cn1c(=O)c2c(ncn2Cc2ccccc2)n(Cc2ccccc2)c1=O	11	10	8	-16	-18	8	6	1
CC(C)c1nn2c(=O)cc(COc3cccc(NC(=O)c4ccco4)c3)nc2s1	3	8	3	10	-3	-8	9	3
CC(C)CC(=O)Nc1cc2c3c(c1)C(C)C(=O)N3CCC2 (stereo not drawn)	3	-8	-3	3	1	16	5	3
